# Compound activity from PubChem BioAssay.
# PI4K2A block: inhibitors of human PI4K2A; activity change, negative = inhibition, % at 76.9 µM; Q9BTU6; AID 1346378; hit rate 0.13% among 420,000; purified PI4K2A, ADP-Glo luminescence, 1 h; hits give low values; in the data active = activity change below about -50%; inconclusive = mostly about -30% to -49%;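 also: -100% = wells without enzyme as full effect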
#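 ADP-Glo luminescence measured ADP generated by PI4K2A enzyme (4 ug/mL before mixing) with 1.2 mM PI substrate (pre-mix) and 300 microM ATP (pre-mix). Tris pH7.5 buffer with MgCl2, Triton X-100; 1 h reaction at ambient temperature.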
# USP1 inh: inhibitors of human USP1/UAF1 deubiquitinase | Potency, µM (series often up to 57.1 µM), for the others: top-dose activity change, negative = inhibition, usual class: inhibitors | recombinant USP1/UAF1, Ub-Rhodamine cleavage fluorescence | O94782 | AID 743255 | hit rate 0.23% among 390,000; also: potency is read from the fitted curve at half-maximal effect; nearly all actives have a fitted effect of over 60% in size; inactives centre near -12
# Target sequence (O94782 whole entry, looked up): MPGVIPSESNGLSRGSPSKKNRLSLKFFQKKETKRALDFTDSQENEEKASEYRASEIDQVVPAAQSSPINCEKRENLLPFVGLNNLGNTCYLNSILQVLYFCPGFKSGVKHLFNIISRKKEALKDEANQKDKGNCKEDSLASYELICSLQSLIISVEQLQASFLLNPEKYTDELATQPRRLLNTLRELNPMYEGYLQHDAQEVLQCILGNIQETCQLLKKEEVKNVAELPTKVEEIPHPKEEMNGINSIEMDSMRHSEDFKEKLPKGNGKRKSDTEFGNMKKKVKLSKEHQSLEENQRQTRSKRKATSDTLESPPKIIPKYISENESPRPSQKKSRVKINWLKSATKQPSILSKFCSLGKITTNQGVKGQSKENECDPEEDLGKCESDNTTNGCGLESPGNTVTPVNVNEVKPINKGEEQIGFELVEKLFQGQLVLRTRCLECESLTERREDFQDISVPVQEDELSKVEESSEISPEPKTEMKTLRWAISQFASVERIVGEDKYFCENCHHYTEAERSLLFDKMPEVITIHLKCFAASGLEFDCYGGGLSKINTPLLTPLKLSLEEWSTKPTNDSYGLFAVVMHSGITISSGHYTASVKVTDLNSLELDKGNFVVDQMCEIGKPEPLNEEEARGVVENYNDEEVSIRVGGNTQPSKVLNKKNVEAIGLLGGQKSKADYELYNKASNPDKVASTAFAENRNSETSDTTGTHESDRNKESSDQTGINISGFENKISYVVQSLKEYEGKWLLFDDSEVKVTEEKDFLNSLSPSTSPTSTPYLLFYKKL
#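 High-throughput fluorogenic screen: 1nM USP1/UAF1 complex, Ub-Rho substrate 150nM final, 50mM HEPES pH 7.8 with 0.5mM EDTA, 0.1 mg/ml BSA, 1mM TCEP and 0.01% Tween-20.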
# IDH1 R132H inh: human IDH1 R132H inhibition. O75874. IDH1-R132H enzyme, NADPH consumption, diaphorase/resazurin fluorescence. Potency, µM (doses to about 76.6 µM), without a hit: at the highest dose activity change, negative = inhibition, hits mostly inhibitors. hit rate 0.093% among 390,000. AID 602179; also: potency is read from the fitted curve at half-maximal effect; nearly all actives have a fitted effect of over 65% in size
#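 IDH1-R132H (0.5 ug/mL dispensed) in pH 7.5 Tris buffer was preincubated 30 min with compound, then given a substrate mix of 0.016 mM NADPH and 2 mM alpha-KG for 80 min at room temperature; remaining NADPH was read by diaphorase/resazurin fluorescence.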
# An asterisk follows results filed as active; ? = inconclusive. Unless noted, calls follow the shape of the dose curve; as a rule, active = well fitted inhibition curve with a large enough effect; inconclusive = small, poorly fitted or top-dose-only effect; inactive = no such curve, though single readings can be large or run the other way. Unless noted, % is scaled to controls: 0 for no effect and ±100 for the full control effect.
Compound,PI4K2A block,USP1 inh,IDH1 R132H inh
O=C(CCn1cccn1)N1CCCC(Nc2ccc(F)c(F)c2)C1 (stereo unspecified),0,4%,-6%
c1cc2c(c(CC3CO3)c1CC1CO1)OCCOCCOCCOCCO2 (stereo unspecified),-5,-15%,-5%
CC1(C)OC(=O)NC1c1ccccc1 (stereo unspecified),7,-19%,12%
O=C(Nc1ccn(CCCNCC2CCCCC2)c(=O)n1)OCc1ccccc1,8,-1%,-5%
CC(OC(=O)Cc1n[nH]c(=O)c2ccccc12)C(=O)N(C)c1ccccc1 (stereo unspecified),-4,-19%,4%
COc1cc(C(=O)N2CCN(c3cccc(Cl)c3)CC2)ccc1OCC(=O)N1CCOCC1,-1,?,0%
CNC(=O)C[C@@H]1C(=O)N(CCc2ccccc2)CC1(C)C,-8,-19%,9%
NC(=O)c1csc(CCNC(=O)c2ccccc2)n1,-4,-9%,1%
CNC(=O)c1ccc(CN(C)C(=O)/C=C/c2ccc(S(=O)(=O)N3CCCCCC3)cc2)cc1,-2,6%,-15%
c1ccc(N=C2SCCCS2)cc1,1,-8%,-1%
COc1ccc(CN(C)[C@H]2C[C@H]3c4[nH]c5ccccc5c4CCN3C[C@H]2[C@H](C)O)cc1,-7,-23%,-7%
NS(=O)(=O)c1ccc(CNC(=O)c2cc(S(=O)(=O)N3CCOCC3)ccc2N2CCCC2)cc1,-2,-19%,-8%

# (continued)
Compound,PI4K2A block,USP1 inh,IDH1 R132H inh
C[C@H]1CN([C@@H](C)CO)C(=O)CCCn2nncc2CO[C@@H]1CN(C)C(=O)Nc1ccc(N2CCCCC2)cc1,4,-23%,-15%
COC(=O)[C@@H](NS(=O)(=O)c1cc(Br)ccc1Br)C(C)C,-5,-6%,1%
COc1ccc(-c2ccc3[nH]c4c(c3c2)CCN2C[C@@H]([C@H](C)O)[C@@H](N(C)C(=O)Nc3cc(Cl)cc(Cl)c3)C[C@@H]42)cc1,-8,-5%,-3%
COc1ccccc1CCNC(=O)C1CC(=O)N(c2ccccc2F)C1 (stereo unspecified),-2,-18%,11%
Cc1c(C)c2cc(Cl)c(OCC(=O)Nc3ccccn3)cc2oc1=O,1,-16%,-4%
CC(=O)c1ccc(OCC(=O)OCC(=O)c2ccc(S(=O)(=O)N3CCCCC3)cc2)cc1,1,-22%,-9%
C[C@H](CO)N1C[C@H](C)[C@@H](CN(C)S(=O)(=O)c2ccccc2C#N)OCc2cnnn2CCCC1=O,1,-18%,16%
COc1cccc(CNC(=O)c2ccc(F)c(S(=O)(=O)N3CCCCC3)c2)c1,2,-5%,11%
C[C@@H]1CN([C@@H](C)CO)C(=O)c2cc(Br)cnc2O[C@H]1CN(C)Cc1cccc(C(=O)O)c1,0,2%,-2%
CNC(=O)C[C@H]1C(=O)N(Cc2ccccc2)C[C@@H]1CSC,3,3%,-4%
COc1ccc(-n2c(-c3ccc(C(C)(C)C)cc3)n[nH]c2=S)c(OC)c1,4,-22%,-23%
Cc1c(C(=O)NNC(=O)c2csc(N3CCOCC3)n2)oc2ccc(Br)cc12,-2,-16%,7%

# Quoted at random: 2 records from the list
Compound,PI4K2A block,USP1 inh,IDH1 R132H inh
COC(=O)[C@@H](NS(=O)(=O)c1cc(Br)ccc1Br)C(C)C,-5,-6%,1%
Cc1c(C(=O)NNC(=O)c2csc(N3CCOCC3)n2)oc2ccc(Br)cc12,-2,-16%,7%

# Further structures.
Compound,PI4K2A block,USP1 inh,IDH1 R132H inh
CCOc1ccc(NC(=O)CN(C)C(=O)Cc2ccc3c(c2)OCCO3)cc1OCC,-2,7%,0%
c1ccc(CNc2ncn[nH]2)cc1,-1,-7%,-20%
CC1=C(C#N)C(C)(C)C(C#N)=C(C)N1,0,-12%,-8%
O=[N+]([O-])c1cccc(C2Nc3ccccc3CO2)c1 (stereo unspecified),8,-28%,4%
CSc1ccccc1OCc1cc(C(=O)NCC(C)Oc2cccnc2)no1 (stereo unspecified),6,-24%,1%
COc1ccc(NC(=O)COC(=O)CN2C(=O)C3CCCCC3C2=O)cc1 (stereo unspecified),-2,?,0%
CCOC(=O)c1cc(OC(=O)Cc2ccc(OC)c(S(=O)(=O)N3CCOCC3)c2)cc(C(=O)OCC)c1,0,-1%,-5%
C[C@H](CO)N1C[C@H](C)[C@H](CN(C)C(=O)OCc2ccccc2)OCc2cnnn2CCCC1=O,-4,-21%,4%
Cc1ccc(C=C2C=C(c3ccccc3)OC2=O)cc1,10,-18%,2%
COc1ccc(CCN2CC(C(=O)NCc3cnn(C)c3)CCC2=O)cc1 (stereo unspecified),6,-22%,5%
C[C@H](CO)N1C[C@H](C)[C@H](CN(C)S(=O)(=O)c2ccc(Cl)cc2)OCc2cnnn2CCCC1=O,4,1%,-3%
Nc1ccc2c3c(ccc([N+](=O)[O-])c13)CC2,-8,-25%,10%

# Following part.
Compound,PI4K2A block,USP1 inh,IDH1 R132H inh
COc1ccc(S(=O)(=O)N(C)C[C@H]2OCCCC[C@H](C)Oc3ccc(N(C)C)cc3C(=O)N([C@H](C)CO)C[C@@H]2C)cc1,2,-21%,14%
COc1cccc(S(=O)(=O)N(C)C[C@@H]2Oc3ncc(C#CCN(C)C)cc3C(=O)N([C@H](C)CO)C[C@H]2C)c1,8,-7%,4%
O=C(O)C1=C(C(=O)O)C2CCC1C2,3,-10%,-14%
CC1NC(=O)c2cc3ccccc3cc2-n2c1nc1ccc(F)cc1c2=O (stereo unspecified),0,?,0%
S=C1SCN(Cc2cccs2)CN1Cc1cccs1,8,-1%,-1%
Cc1ccc(-c2nc3c4ccccc4ccn3c2Cc2ccccc2)cc1,-11,?,10%
O=C(CC1CC2CCC1C2)N1CCN(S(=O)(=O)c2ccc(F)cc2)CC1 (stereo unspecified),-4,-23%,-8%
CCc1nc(NCc2cccs2)c2nnn(Cc3ccccc3)c2n1,4,-22%,-1%
O=C(OCc1ccccc1)N1CCC2CC1c1cc(N3CCN(S(=O)(=O)c4cccc(C(F)(F)F)c4)CC3)ccc12 (stereo unspecified),2,-2%,-5%
C#CCN(C[C@H]1[C@H](OC(=O)Nc2cccs2)[C@H](OC(=O)Nc2cccs2)C[C@H]2C(=O)N(c3ccccc3)C(=O)[C@@H]12)S(=O)(=O)c1ccc(C)cc1,-16,?,1%
Cc1cc(C)n(C(N)=NC(=O)c2ccccc2)n1,-3,-12%,3%
Cc1ccc(C=O)c([B-](F)(F)F)c1,6,6%,-3%

# Next section.
Compound,PI4K2A block,USP1 inh,IDH1 R132H inh
COC(=O)C(=Cc1ccncc1)c1cccc2ccccc12,-2,-19%,9%
CC(=O)Nc1ccc(S(=O)(=O)N(C)CC(=O)OC(C)C(=O)NC2(C#N)CCCCC2)cc1 (stereo unspecified),-2,-19%,1%
CC(Oc1ccc(Br)cc1)C(=O)N(Cc1ccccc1)c1c(N)n(Cc2ccccc2)c(=O)[nH]c1=O (stereo unspecified),1,3%,-13%
CN(Cc1ccco1)C(=O)c1cccc(S(=O)(=O)N2CCN(Cc3ccccc3)CC2)c1,-2,?,6%
Cc1ccc(-c2csc3ncnc(N4CCN(S(=O)(=O)c5ccc(C#N)cc5)CC4)c23)cc1,-3,-23%,-7%
CCOc1ccccc1C(=O)NC(C(=O)OCC(=O)NNC(=O)c1cccs1)C(C)C (stereo unspecified),5,-16%,6%
Cc1ccccc1NC(=O)COC(=O)c1ccc(C)c(S(=O)(=O)N2CCCCC2)c1,-2,-3%,0%
COc1ncnc2c1ncn2CCCNCc1ccc(C)o1,-1,-1%,-3%
O=C(COC(=O)c1ccc(S(=O)(=O)N2CCCCCC2)cc1)Nc1ccccc1C(F)(F)F,-2,-9%,-7%
CCOc1ccccc1CNC(=O)C1CCN(S(=O)(=O)N2CCC(C)CC2)CC1,-2,-23%,0%
Cc1ccc(S(=O)(=O)N2C[C@H]3n4c(=O)ccc(=O)n4C[C@H](OC(=O)NCc4ccccc4)[C@@]3(O)C2)cc1,-16,-6%,-4%
CCC(=O)N(C)C[C@H]1Oc2ncc(C#Cc3ccncc3)cc2C(=O)N([C@@H](C)CO)C[C@@H]1C,-2,-26%,14%

# Brought forward from above: six entries, then new ones.
Compound,PI4K2A block,USP1 inh,IDH1 R132H inh
Cc1ccccc1NC(=O)COC(=O)c1ccc(C)c(S(=O)(=O)N2CCCCC2)c1,-2,-3%,0%
COc1ncnc2c1ncn2CCCNCc1ccc(C)o1,-1,-1%,-3%
O=C(COC(=O)c1ccc(S(=O)(=O)N2CCCCCC2)cc1)Nc1ccccc1C(F)(F)F,-2,-9%,-7%
CCOc1ccccc1CNC(=O)C1CCN(S(=O)(=O)N2CCC(C)CC2)CC1,-2,-23%,0%
Cc1ccc(S(=O)(=O)N2C[C@H]3n4c(=O)ccc(=O)n4C[C@H](OC(=O)NCc4ccccc4)[C@@]3(O)C2)cc1,-16,-6%,-4%
CCC(=O)N(C)C[C@H]1Oc2ncc(C#Cc3ccncc3)cc2C(=O)N([C@@H](C)CO)C[C@@H]1C,-2,-26%,14%
O=C(C1CCCCC1)N1CCC2CC1c1cc(N3CCCCC3)ccc12 (stereo unspecified),0,-22%,11%
Cc1nn(CC(C)C)c(Cl)c1C(=O)N(C)CC(=O)Nc1ccc(Cl)cc1,5,-13%,9%
Cc1c(NC(=O)c2cccc(NC(=O)C(C)Oc3ccccc3)c2)c(=O)n(-c2ccccc2)n1C (stereo unspecified),3,-30%,0%
COC(=O)C[C@H]1C[C@H]2c3cc(NC(=O)C4CCC4)ccc3O[C@H]2[C@H](CO)O1,3,-17%,13%
C[C@H]1CN([C@@H](C)CO)C(=O)CCCn2nncc2CO[C@H]1CN(C)C(=O)c1ccc(N2CCN(C)CC2)cc1,-5,-18%,-7%
CCN1C(=O)C(CC(=O)NCCc2ccccc2)N(NC(=O)c2ccc(Br)cc2)C1=S (stereo unspecified),-2,-27%,-9%
O=S1(=O)N[C@@H](c2ccccc2)COc2cc(Br)ccc21,-3,-27%,-2%
C[C@H](CO)N1C[C@H](C)[C@@H](CN(C)C(=O)C2CCCCC2)OCc2cnnn2CCCC1=O,-4,-5%,-1%
O=C(CC(=O)c1ccccc1)Nc1cccc([N+](=O)[O-])c1,7,-16%,12%
C[C@H](CO)N1C[C@H](C)[C@H](CN(C)C(=O)c2ccccn2)Oc2cc(C#Cc3ccc(F)cc3)ccc2S1(=O)=O,-18,?,9%
O=C1CN(C(=O)COC(=O)c2cc(Cl)ccc2[N+](=O)[O-])c2ccccc2N1,-4,-6%,1%
COc1ccc(C=C2CCC3C(CCCC34OCCO4)C2=O)cc1 (stereo unspecified),-4,-3%,-5%

# (further entries)
Compound,PI4K2A block,USP1 inh,IDH1 R132H inh
CN(C)CCCN(C(=O)c1ccc(S(=O)(=O)N2CCCCCC2)cc1)c1nc2cc3c(cc2s1)OCO3,-5,-10%,-5%
CC(C)CC1C(=O)N(Cc2cn(CCC3OCCCO3)nn2)CCS(=O)(=O)N1Cc1ccc(-c2ccncc2)cc1 (stereo unspecified),-10,-18%,-12%
COc1ccc([C@H]2C[C@@H](n3cc(-c4ccc(F)cc4)nn3)[C@H](O)CN2C(=O)C2CCCCC2)cc1,-8,-22%,1%
C[C@@H]1CN([C@@H](C)CO)C(=O)CCCn2nncc2CO[C@H]1CN(C)S(=O)(=O)c1cccs1,3,-28%,0%
COc1cccc(C(=O)N2CCCc3ccccc32)c1OC,4,0%,-1%
Cc1ccc(C(=O)O)cc1NC(=O)CCc1c(C)noc1C,2,-2%,1%
CCOc1ccc(OCC(=O)NCCS(=O)(=O)N2CCN(c3ccccc3)CC2)cc1,0,-24%,10%
CCc1noc(C)c1C(=O)N1CCN(c2ccc([N+](=O)[O-])cc2)CC1,1,?,8%
Cc1ccc(S(=O)(=O)N2CCCC2CNC(=O)C(=O)NCc2ccc3c(c2)OCO3)cc1 (stereo unspecified),-2,-9%,5%
O=S(=O)(NCc1nnnn1-c1ccc(F)cc1)c1ccc(F)cc1,-4,1%,-5%
Cc1ccc(OC(=O)N(C)C[C@H]2OCc3cn(nn3)CCCC(=O)N([C@H](C)CO)C[C@@H]2C)cc1,-4,-14%,3%
COCOCCn1cc(CN2CCS(=O)(=O)N(Cc3ccc(-c4cccc(N(C)C)c4)cc3)C(CC(C)C)C2=O)nn1 (stereo unspecified),4,-21%,-8%
CN(CC(=O)Nc1ccc(Cl)c(Cl)c1)C(=O)c1ccccc1SCC(=O)N1CCCC1,-3,-2%,-3%
COc1ccc([C@H]2C[C@@H](O)[C@H](n3cc(-c4ccc(F)cc4)nn3)CN2CC2CCCCC2)cc1,-4,-5%,-7%

# This is a subset; rates above refer to the full screens.
